# High-throughput results (PubChem)
# Insulin prom inh: inhibitors of insulin promoter-driven GFP, primary screen, imaging, TRM-6 cells (human fetal islet line), eGFP reporter, cell count; actives 0.9% (n = 130,000); AID 1273, 2008; reporter expression induced with tamoxifen; inhibition, % at 2 µM;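 active means inhibition above the mean plus 3 SD, with well images judged a real hit on visual review, cut at about 60% in these data, passing the limit was not always enough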
# sdo1 growth: growth rescue of sdo1-depleted yeast, primary screen, S. cerevisiae, bone marrow failure model | AID 817, 2007 | z-score at 10 µM | S. cerevisiae sdo1-depleted JHY4D growth rescue, OD600 30 h; stronger effect = higher value; pdr5 snq2 efflux-pump mutant strain | actives 0.21% (n = 140,000);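 active means z-score above 3 at both the 24 hr and the 30 hr optical density reads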;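 further: z-score against mean and SD of all compound wells on the same plate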
# sdo1 growth Rescue 24 h: also measured in sdo1 growth; calls as there; z-score; S. cerevisiae sdo1-depleted JHY4D growth rescue, OD600; measured here: growth rescue at 24 h;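 0 is the plate mean of compound wells and units are plate SD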
# Numbers without * were called inactive; / = not tested or not shown; & = joins results of further samples.
sdo1 growth Rescue 24 h	smiles	sdo1 growth	Insulin prom inh
/	CSc1cccc(NC(=S)N(CCCN2CCCC2)Cc2cccs2)c1	/	-7
0.56	COc1ccc(OC)c(NC(=S)N2CCC(C(O)(c3ccccc3)c3ccccc3)CC2)c1	-0.89	/
-0.34	O=C(CCN1C(=O)c2ccccc2C1=O)N1CCN(c2ccccc2)CC1	-0.24	/
0.85	CCOCCCNC(=O)C(NC(=O)C1CCC(=O)N1)c1ccc(C)cc1 (stereo unspecified)	0.92	7
0.78	CCC(C)NS(=O)(=O)c1ccc(S(=O)(=O)Nc2cc3c(cc2C(C)=O)OCO3)cc1 (stereo unspecified)	1.1	/
0.12	O=C(O)CCC(=O)NC1CCCCC1	0.46	/
0.11	O=C(CSc1nc(-c2ccco2)cc(C(F)(F)F)n1)N1CCCc2ccccc21	-0.47	10
1.5	Cc1nc(N)nc2c1CCCC2	0.72	54
/	NS(=O)(=O)c1cccc(NC(=O)COC(=O)CC2CC3CCC2C3)c1 (stereo unspecified)	/	13
1.1	CCOc1ccc(N(CC(=O)Nc2ccc(OC)cc2)S(C)(=O)=O)cc1	1.1	-32

# 4 of the compounds above, with each value named:
molecule: CSc1cccc(NC(=S)N(CCCN2CCCC2)Cc2cccs2)c1
  sdo1 growth Rescue 24 h: /
  sdo1 growth: /
  Insulin prom inh: -7

molecule: O=C(CSc1nc(-c2ccco2)cc(C(F)(F)F)n1)N1CCCc2ccccc21
  sdo1 growth Rescue 24 h: 0.11
  sdo1 growth: -0.47
  Insulin prom inh: 10

molecule: CCOCCCNC(=O)C(NC(=O)C1CCC(=O)N1)c1ccc(C)cc1 (stereo unspecified)
  sdo1 growth Rescue 24 h: 0.85
  sdo1 growth: 0.92
  Insulin prom inh: 7

molecule: CCC(C)NS(=O)(=O)c1ccc(S(=O)(=O)Nc2cc3c(cc2C(C)=O)OCO3)cc1 (stereo unspecified)
  sdo1 growth Rescue 24 h: 0.78
  sdo1 growth: 1.1
  Insulin prom inh: /

# New compounds follow
sdo1 growth Rescue 24 h	smiles	sdo1 growth	Insulin prom inh
-0.59	O=c1c2c(-c3ccc(Cl)cc3)csc2nc2n1CCC2	-0.31	/
-0.62	CN1/C(=C\C(=O)CSc2nncn2C)C(C)(C)c2ccccc21	0.08	/
/	CSc1ccc(/C=C/C(=O)Nc2ccccc2)cc1	/	50
1.1	Cc1cccc(C)c1OCC(O)CN1CCC(CN2C(=O)c3cccc4cccc(c34)C2=O)CC1 (stereo unspecified)	1.1	40
-0.49	CCN1C(=O)/C(=C2\C=Cc3ccccc3N2CC)SC1=S	-1.6	-3
0.33	O=S(=O)(NCC(c1ccco1)N1CCOCC1)c1ccc(Cl)cc1 (stereo unspecified)	1.5	-19
-0.48	O=C(NCc1cccs1)C1CCN(S(=O)(=O)c2cccs2)CC1	0.25	-59
/	COCCNC(=S)N1CCN(c2cccc(C(F)(F)F)c2)CC1	/	18
-0.12	C/C(=N\NC(=S)NCCc1ccccc1)c1ccc(Cl)cc1	-0.55	-4
0.16	N#Cc1ccsc1NC(=O)CSc1ncn[nH]1	0.13	62

# New compounds follow.
sdo1 growth Rescue 24 h	smiles	sdo1 growth	Insulin prom inh
2.7	CCc1ccccc1NC(=O)COc1ccc2oc(-c3ccc(OC)cc3)cc(=O)c2c1	1.6	/
0.7	CCOCCCNC(=O)C(c1ccccc1)N(Cc1cccs1)C(=O)CNC(C)=O (stereo unspecified)	-0.17	21
-0.45	O=C(Nc1cccc(C2OCCCO2)c1)c1cccs1	0.65	-250
-0.1	O=C(CC1CCS(=O)(=O)C1)Nc1ccc[nH]c1=O (stereo unspecified)	-0.07	-112
0.25	O=C(c1noc2c1CCCC2)N1CCOCC1	0.87	/
-0.29	CCC(SC1=N/C(=C/c2ccccc2)C(=O)N1c1ccccc1)C(=O)Nc1cc(C)on1 (stereo unspecified)	-0.39	13
-0.61	OC1(C2(O)CC(c3ccccc3)ON2)CCCCC1 (stereo unspecified)	-0.03	29
0.49	CCOC(=O)CN1C(=O)N[C@H](c2ccc(Br)cc2)C(C(C)=O)=C1C	0.42	5
/	COc1ccc(C(=O)Nc2nc(C)cc(C)n2)cc1	/	58
-1	Cc1ccccc1OCCSc1nnc(-c2ccncc2)n1C	-1.2	38

# Following part:
sdo1 growth Rescue 24 h	smiles	sdo1 growth	Insulin prom inh
2.1	S=C(NCCN1CCOCC1)N/N=C/c1ccccc1	0.3	5
0.13	Cc1cc(NC(=O)Nc2cc(C)nn2-c2ccccc2)n(-c2ccccc2)n1	0.77	/
2.1	CCN(CC)S(=O)(=O)c1cccc(C(=O)NC(Cc2c[nH]c3ccccc23)c2nnc3n2CCC3)c1 (stereo unspecified)	0.2	8
0.27	CC(=O)Oc1ccc(N2C(=O)CC(N3CCOCC3)C2=O)cc1 (stereo unspecified)	0.57	/
-0.25	CC(=O)Nc1nc2ccc(Br)cc2s1	-0.16	-42
-1.3	O=S(=O)(NCC1CCCO1)c1ccc(S(=O)(=O)N(Cc2ccc(F)cc2)Cc2ccccn2)cc1 (stereo unspecified)	-0.92	/
-0.51	Cc1ccc(C)c(-c2nc3cc(N)ccc3o2)c1	-0.94	6
-0.11	N#Cc1cnn2c1nc(N1CCCCC1)c1ccccc12	-1.5	-107
-0.39	CCOCCCNC(=O)c1cn(C)c2ccc(S(=O)(=O)N(C)C3CCCCC3)cc2c1=O	0	/
-0.49	CCCNCc1nnc(-c2ccccc2Cl)o1	-0.11	57

# Arranged by formula weight (high to low): 5 of the compounds above.
sdo1 growth Rescue 24 h	smiles	sdo1 growth	Insulin prom inh
-0.39	CCOCCCNC(=O)c1cn(C)c2ccc(S(=O)(=O)N(C)C3CCCCC3)cc2c1=O	0	/
0.13	Cc1cc(NC(=O)Nc2cc(C)nn2-c2ccccc2)n(-c2ccccc2)n1	0.77	/
2.1	S=C(NCCN1CCOCC1)N/N=C/c1ccccc1	0.3	5
-0.11	N#Cc1cnn2c1nc(N1CCCCC1)c1ccccc12	-1.5	-107
-0.51	Cc1ccc(C)c(-c2nc3cc(N)ccc3o2)c1	-0.94	6

# Additional compounds:
sdo1 growth Rescue 24 h	smiles	sdo1 growth	Insulin prom inh
1.3	CCN(CC)S(=O)(=O)c1ccc(NS(=O)(=O)c2ccc(O)c([N+](=O)[O-])c2)cc1	0.93	-20
-0.57	O=c1[nH]c(C(F)(F)F)nc2c1nnn2Cc1ccccc1F	0.36	-3
-1.4	CCN1CCN(CC(=O)c2c[nH]c3ccccc23)CC1	-0.5	-65
-0.01	CC(C)=CCC(C)(C)C1OCCN1C(=O)Nc1ccccc1 (stereo unspecified)	-0.56	9
/	Brc1ccc2[nH]c3nc(SCCN4CCOCC4)nnc3c2c1	/	45
0.7	COc1ccc(C(C[N+](=O)[O-])c2c(-c3ccccc3)cc3ccccn23)c(OC)c1 (stereo unspecified)	0.31	-27
0.56	CCOc1cc(-c2cc(N)n[nH]2)cc(OCC)c1OCC	0.21	/
-1.3	O=C(Nc1ccc(Br)cc1)c1cccn1-c1ncc(C(F)(F)F)cc1Cl	-2.1	-6
0.94	COc1ccc(NC(=O)CCC(=O)OCC(=O)c2ccc(Oc3ccc([N+](=O)[O-])cc3)cc2)cc1	1.2	-6
-0.94	COC(=O)c1cccc(NC(=O)CSc2nnc(C)n2Cc2ccccc2)c1	-0.25	-9

# Continuation:
sdo1 growth Rescue 24 h	smiles	sdo1 growth	Insulin prom inh
-0.48	Cc1cccc(OCCNC(=O)CSc2ccc(C(F)(F)F)cc2[N+](=O)[O-])c1	-0.74	30
/	Cc1cc(C)c2nc(-c3ccccn3)cc(C(=O)Nc3ccc(S(=O)(=O)Nc4onc(C)c4C)cc3)c2c1	/	21
0.29	CCCCn1nc2cc(C(=O)NC3CCc4ccccc43)ccc2c1OCC (stereo unspecified)	0.57	27
0.77	CC(NS(=O)(=O)c1ccccc1)C(=O)Nc1ccc(S(N)(=O)=O)cc1 (stereo unspecified)	0.97	-205
/	COC(=O)c1c(C)[nH]c(C(=O)CC#N)c1C	/	-314
0.42	Cc1ccc(NC(=O)Cn2nc(-c3ccccc3)nc2-c2ccccc2)c(C)c1	-0.25	2
0.47	CCOc1ccc(CC(=O)Nc2sc(Cc3ccccc3)cc2C(N)=O)cc1OCC	-0.3	-29
-0.1	O=Cc1cn(CC(=O)N2CCCc3ccccc32)c2ccccc12	-0.51	-18
/	CCOC(=O)C1Sc2ccccc2NC1=O (stereo unspecified)	/	8
0.22	CC(C)CC(=O)N1CCN(S(C)(=O)=O)CC1	0.72	/

# (more compounds)
sdo1 growth Rescue 24 h	smiles	sdo1 growth	Insulin prom inh
/	CCC(=O)NC(Nc1c(C)n(C)n(-c2ccccc2)c1=O)C(Cl)(Cl)Cl (stereo unspecified)	/	25
0.87	O=C1OCCC1Sc1nc2ccccc2s1 (stereo unspecified)	0.93	-257
/	Cn1c(=O)c(C(=O)CN2CC(=O)Nc3ccccc32)c(N)n(Cc2ccccc2)c1=O	/	-50
0.2	Brc1ccc(OCCOc2cccc3cccnc23)cc1	-0.91	25
-0.45	COC(=O)CC1C(=O)NCCN1C(=O)CSc1nnc(Nc2ccc(C)cc2)s1 (stereo unspecified)	-0.09	45
0.92	Cc1ccccc1NC(=O)Cn1c(=O)n(Cc2ccccc2)c(=O)c2c(C)c(C)sc21	-0.45	-50
-0.07	COc1ccc(-n2c(Cc3cccn3C)nnc2SCC(=O)NC2CCCCC2)cc1	0.02	/
-1.1	CCOc1cc(/C=N/NC(N)=O)cc(Br)c1OCc1ccccc1F	-1.5	17
-0.76	N/C(=N\OC(=O)c1cccc2ccccc12)c1ccc(Br)cc1	-1.4	10
0.12	CSCc1cc(N(C)C)nc(SCc2ccc(Cl)cc2Cl)n1	-1.1	-38

# Continued:
sdo1 growth Rescue 24 h	smiles	sdo1 growth	Insulin prom inh
-0.8	CCN=C1SC(CC(=O)Nc2ccc(C)cc2)C(=O)N1CC (stereo unspecified)	-0.07	15
-0.4&-0.98	CN(C(=O)c1cccnc1)c1nnc(-c2cnccn2)s1	0.19&-0.51	57
-0.53	Cc1cc(C)nc(NC(=NCCc2c[nH]c3ccccc23)NC(=O)Nc2cccc([N+](=O)[O-])c2)n1	-0.63	20
/	Cc1cc(C)c(C(=O)Cn2nc(C)c([N+](=O)[O-])c2C)cc1C	/	-17
-1.3	CC(C)n1cc(/C=N/NC(=O)COc2cccc3cccnc23)c2ccccc21	-1.4	/
-1.1	Nc1ccc(-c2ccc(N)cc2C(F)(F)F)c(C(F)(F)F)c1	-1.4	-54
0.13	COc1cccc2cc(C(=O)N3CCN(C(=O)c4ccccc4)CC3)c(=O)oc12	0.92	16
0.03	Cc1cc(C(=O)NC2CCCc3ccccc32)no1 (stereo unspecified)	0.64	12
-0.96	CN(C)N1C(N)=C(C#N)C(c2cccc3ccccc23)C2=C1CC(c1ccccc1)CC2=O (stereo unspecified)	-0.87	5
-1.1	CCOC(=O)c1cc(C(=O)n2cc(Cl)cn2)nn1C	-0.43	-29

# More compounds follow.
sdo1 growth Rescue 24 h	smiles	sdo1 growth	Insulin prom inh
2.2	COC(=O)c1ccccc1NC(=O)c1cc2ncc(Br)cn2n1	0.86	32
-0.27	CCn1c(CNC(=O)c2cccc(C)c2)nnc1SCC(=O)NC1CCCCC1C (stereo unspecified)	-0.58	18
-0.63	CCC(C)N(C(=O)c1csnn1)C(C(=O)NC(C)(C)C)c1ccccc1 (stereo unspecified)	-0.07	-71
0.37	Cc1cccc(C(=O)N2CCCCCC2)c1	0.55	0
0.44	Cc1nc2ccccc2nc1N1CCCCC1	0.32	/
-0.44	COc1ccccc1-c1nnc(NC(=O)c2ccccc2F)o1	-0.03	/
/	CC[n+]1oc(-c2ccccc2)cc1C	/	39
-0.09	COc1ccc(C/C(C)=N/NC(=S)Nc2ccccc2)cc1	0.91	-28
-0.77	CCNC(=O)CN(c1ccccc1)S(=O)(=O)c1ccc(Cl)cc1	-0.19	-17
-0.48	O/N=C(/CCc1ccccc1)C1(O)CCCCC1	0.09	-65

# (list continues)
sdo1 growth Rescue 24 h	smiles	sdo1 growth	Insulin prom inh
-0.08	CCS(=O)(=O)CCSc1nc2ccccc2s1	0.15	/
0.5	c1cc(-c2nnc3n2CCCCC3)ccn1	1	/
0.01	CC(C)CNC(=O)CSc1nnc(-c2ccccn2)n1Cc1ccccc1	0.49	3
-0.43	CCC(=O)Oc1cccc(C(=O)Nc2ccc(-c3nnc(-c4ccco4)o3)cc2)c1	-1	-29
0.42	Cc1ccc2cc(/C=N/NC(=O)c3ccccc3O)c(Cl)nc2c1	0	/
-0.53	CC(C)(C)c1nnc(N/N=C/c2ccc(Br)cc2)n(N)c1=O	-0.41	-8
-0.87	COc1cccc(NC(=O)Nc2cccn(Cc3ccccc3)c2=O)c1	-1.6	-66
-1.9	Cc1[nH]nc2c1-c1nc3ccccc3nc1C(C)(C)C2	-1.7	/
-0.67	COc1ccccc1-c1ccc(/C=C2/C=C(C)OC2=O)o1	-1.3	11
0.45	CCOc1ccc(N(CC(=O)N/N=C/c2ccc(OC(C)C)cc2)S(C)(=O)=O)cc1	-0.38	-13

# Later entries
sdo1 growth Rescue 24 h	smiles	sdo1 growth	Insulin prom inh
-0.15	CN(C(=O)c1ccco1)c1nc2c(s1)CCCC2	0.37	12
1.2	CCOC(=O)Nc1c(C(=O)OC)[nH]c2cccc(OC)c12	0.68	-32
2	CCOC(=O)C1(C/C(C)=N/NC(N)=O)CC(C)(C)OC1=O (stereo unspecified)	1.6	/
-1.1	CCCCNC(=O)c1sc2nc(C)cc(COC)c2c1-n1cccc1	-1.2	/
-1.4	Cc1ccc(C)n1-n1cnc2sc3c(c2c1=O)CCC3	-0.52	-29
1.1	COc1cc(C(=O)Nc2cc(C(F)(F)F)ccc2N2CCOCC2)ccc1O	-0.39	-492
/	C/C(=N\NC(=O)c1cccs1)c1cccnc1	/	44
/	CN(C(=O)CSc1nnc(-c2c[nH]c3ccccc23)o1)C1CCS(=O)(=O)C1 (stereo unspecified)	/	-36
